# TRPC4 act: activators of mouse TRPC4 channel, primary screen, Fluo4 calcium, HEK293 TRPC4beta/mu-opioid cells; Fluo4 calcium fluorescence; stronger effect = higher value; B-score at 10 µM; 0.49% of 310,000 active; AID 2237, 2010; Short transient receptor potential channel 4 (Mus musculus), Q9QUQ5;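 active = B-score above 5 SD of library B-scores, and initial fluorescence ratio not above library mean plus 5 SD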;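 also: positive B-score marks a calcium rise read as TRPC4 activation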
# Target sequence (Q9QUQ5 whole entry, looked up): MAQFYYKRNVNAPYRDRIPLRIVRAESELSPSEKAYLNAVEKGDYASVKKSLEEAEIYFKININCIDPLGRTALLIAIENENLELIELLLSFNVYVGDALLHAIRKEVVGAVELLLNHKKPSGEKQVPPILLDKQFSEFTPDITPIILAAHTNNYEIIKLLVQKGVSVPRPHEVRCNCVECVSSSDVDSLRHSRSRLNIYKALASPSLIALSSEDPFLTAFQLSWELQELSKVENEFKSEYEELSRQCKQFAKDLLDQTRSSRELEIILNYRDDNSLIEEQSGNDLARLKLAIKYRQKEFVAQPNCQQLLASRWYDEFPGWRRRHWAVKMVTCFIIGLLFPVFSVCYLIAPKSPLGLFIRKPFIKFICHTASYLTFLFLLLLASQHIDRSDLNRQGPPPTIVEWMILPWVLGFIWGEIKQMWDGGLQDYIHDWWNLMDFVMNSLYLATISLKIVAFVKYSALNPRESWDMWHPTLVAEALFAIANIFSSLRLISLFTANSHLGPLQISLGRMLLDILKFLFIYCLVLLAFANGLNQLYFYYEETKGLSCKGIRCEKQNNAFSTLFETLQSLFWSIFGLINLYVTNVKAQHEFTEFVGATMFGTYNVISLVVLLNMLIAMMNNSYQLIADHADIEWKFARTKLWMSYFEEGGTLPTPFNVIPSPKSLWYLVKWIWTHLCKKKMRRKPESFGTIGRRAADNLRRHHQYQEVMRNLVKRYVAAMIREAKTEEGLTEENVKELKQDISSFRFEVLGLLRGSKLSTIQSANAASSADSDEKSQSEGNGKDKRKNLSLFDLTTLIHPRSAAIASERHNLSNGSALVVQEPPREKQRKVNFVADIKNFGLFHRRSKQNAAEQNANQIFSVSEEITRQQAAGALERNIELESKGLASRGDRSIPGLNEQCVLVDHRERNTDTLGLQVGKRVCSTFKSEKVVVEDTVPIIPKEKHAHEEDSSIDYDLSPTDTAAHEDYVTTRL
#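 Assay system: HEK293 cells stably co-expressing mouse TRPC4beta and mu-opioid receptor / Timing: Fluo4 dye loading 45 min at room temperature, 110 s recording / Signal: Fluo4 calcium-sensitive dye fluorescence, kinetic, 1 Hz baseline / Read-out: integrated baseline-normalised fluorescence ratio, converted to per-well B score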
# KCNQ1 pot: potentiators or activators of KCNQ1 channel, primary screen, cell-based, thallium flux, high-throughput; CHO-K1 KCNQ1, thallium flux FluxOR fluorescence; stronger effect = higher value; B-score at 10 µM; 0.35% of 310,000 active;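 active = fluorescence ratio B-score, a plate-corrected score, at least three library SD, with initial intensity B-score within 5 SD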
#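 assay system = KCNQ1-transfected CHO-K1 cells | medium = assay buffer with matched DMSO | probe or stimulus = depolarizing K+/Tl+ stimulus, K2SO4 and Tl2SO4 each 12.5 mM in 5x stock | dosing = single dose | incubation = dye 90 min, compound 20 min, room temperature | detection = kinetic FluxOR fluorescence, 10 s baseline plus 110 s post-stimulus | evaluation = ratio B score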
# PolyA inh: polyadenylation inhibitors in yeast reporter cells, primary screen, luminescence, S. cerevisiae; calls only at 12 µM; S. cerevisiae SKY197-pL101 polyadenylation reporter, beta-gal luminescence; efflux-impaired pdr1/pdr3 knockout yeast; score 100 = 6 SD above DMSO; AID 1875, 2009; 0.02% of 300,000 active;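 active = lowest replicate activity score at least 50, where 100 means six control SD above control mean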;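 also: yeast exposed to compound for 9 h at 30 °C; higher score means more reporter readthrough which indicates perturbed polyadenylation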
# hERG protect: hERG rescue from dofetilide block, primary screen, cell-based, CHO-hERG, FluxOR thallium flux, dofetilide IC70; dofetilide IC70 present; 0.51% of 310,000 active; Voltage-gated inwardly rectifying potassium channel KCNH2 (Homo sapiens), Q12809; AID 1511, 2009; activation (rescue from dofetilide block), less the hit threshold, % at 10 µM;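 active = activation above the mean of controls blocked by dofetilide plus 5 SD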;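 also: thallium influx through hERG after potassium depolarization seen as dye fluorescence rise; in these data hits start at about 4.7%; inactives centre near -7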
# KCNK9 block: KCNK9 potassium channel inhibitors, primary screen, HEK293 cells, thallium flux | FluxOR thallium flux fluorescence; stronger effect = lower value | AID 488922, 2010 | 1.2% of 310,000 active | Potassium channel subfamily K member 9 (Homo sapiens), Q9NPC2 | B-score at 10 µM;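 active = ratio B-score over 3 SD below the library mean, with starting fluorescence within 5 SD of its mean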;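 also: negative B-score means less thallium flux so channel inhibition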
# Dyrk1A ADPGlo: rat Dyrk1A kinase inhibitors, primary screen, biochemical, single point, plate reader; inhibition, % at 12.5 µM; 0.43% of 310,000 active; ADP-Glo luminescence, NFATc1 peptide; Dual specificity tyrosine-phosphorylation-regulated kinase 1A (Rattus norvegicus), Q63470; in the data active = inhibition above about 50%;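 also: plate controls were vehicle with enzyme for no effect and no enzyme for full effect; many of its hits are not listed in these tables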
# TRPC4 PAM: positive allosteric modulators of TRPC4, primary screen, cell-based, mouse TRPC4beta, HEK293 mu-opioid, Fluo-4 calcium. Short transient receptor potential channel 4 (Mus musculus), Q9QUQ5. DAMGO EC20, Fluo-4 Ca2+ flux; stronger effect = higher value. B-score at 10 µM. 0.42% of 310,000 active. AID 2227, 2009;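 active = B-score of calcium response area above 5 SD of library B-scores, with initial fluorescence ratio within 5 SD of library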;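 also: B-score of integrated fluorescence ratio over time as area under calcium response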
# Platelet DG rel: inhibitors of platelet dense granule secretion, primary screen, cell-based, MLPCN, human platelets. human platelet-rich plasma, SFLLRN dense granule ATP release, luminescence. inhibition, %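 (compounds screened at 7.5 µM in platelet-rich plasma)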. 0.22% of 300,000 active. AID 1663, 2009;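 active = mean replicate score, as percent of positive control, at or above 50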
# TRPC4 inh: inhibitors of mouse TRPC4 channel, primary screen, Fluo4 calcium, HEK293 TRPC4beta/mu-opioid cells; DAMGO-evoked Fluo4 calcium flux; stronger effect = lower value; B-score at 10 µM; 0.39% of 300,000 active;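 active = B-score over 3 SD under the library average, no early fluorescence shift, positive overall ratio signal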
#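 test system = HEK293 cells with stable TRPC4beta plus mu-opioid receptor expression | detection = Fluo4 Ca2+ flux fluorescence | read-out = integrated fluorescence ratio relative to baseline, converted to per-well B score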
# KCNK3 block: human KCNK3 channel inhibitors, primary screen, CHO cells, FluxOR thallium flux, B-score; FluxOR fluorescence; stronger effect = lower value; 0.84% of 340,000 active; Potassium channel subfamily K member 3 (Homo sapiens), O14649; B-score at 10 µM; AID 602410, 2012;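 active = B-score under library mean minus 4 SD, starting fluorescence ratio at most library mean plus 5 SD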;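 also: more negative B-score means stronger inhibition of thallium flux through KCNK3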
# KCNQ1 inh: inhibitors of human KCNQ1 channel, primary screen, cell-based, thallium flux, high-throughput; Potassium voltage-gated channel subfamily KQT member 1 (Homo sapiens), P51787; CHO-K1 KCNQ1, FluxOR thallium flux fluorescence; stronger effect = higher value; B-score at 10 µM; 1.3% of 310,000 active; AID 2642, 2010;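 active = compounds whose thallium flux B-score, printed positive for inhibition, exceeds three library SD while starting fluorescence stays within three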;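 also: channel opened by potassium depolarization with thallium stimulus after 20 min compound exposure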
# * = called active by the depositor; i = inactive; . = no result given. A portion of the library (hit frequency here may not be typical).
molecule	TRPC4 act	KCNQ1 pot	PolyA inh	hERG protect	KCNK9 block	Dyrk1A ADPGlo	TRPC4 PAM	Platelet DG rel	TRPC4 inh	KCNK3 block	KCNQ1 inh
COC(=O)c1ccccc1NC(=O)CN1CCCCCC1	i	i	i	-3	i	0	i	1	i	i	i
COC(=O)CSc1nc(N)c(NC(=O)c2ccc(OC)c(OC)c2)c(=O)[nH]1	i	i	i	-15	i	4	i	0	i	i	i
Cc1cc(S(=O)(=O)N2CCN(Cc3ccc4c(c3)OCO4)CC2)cc(C)c1N1CCCC1=O	i	i	i	-7	i	-11	i	4	i	i	i
CCCC(=O)OCCNc1cc(SCCC(=O)OC)c2nonc2c1[N+](=O)[O-]	i	i	i	-10	i	0	i	2	i	i	i
Cc1cc(NC(=O)Cc2ccccc2)c2ccccc2n1	i	i	i	-26	i	-9	i	3	i	i	i
CCOC(=O)N1CCN(C(=O)c2nn(-c3cc(OC)cc(OC)c3)c(=O)c3ccccc23)CC1	i	i	.	-5	i	.	i	.	i	.	i
Cn1c(-c2ccccc2)cnc1NCc1ccc(-c2ccccc2)cc1	i	i	i	-13	i	-1	i	-4	i	i	i
COc1cccc(-n2c(SCC(N)=O)nnc2-c2c[nH]c3ccccc23)c1	i	i	.	-9	i	-1	i	-2	i	i	i
CCOC(=O)c1nnn2c1nc(Nc1cccc(C(F)(F)F)c1)c1ccccc12	i	i	i	-4	i	.	i	10	i	i	i
Nc1cnc(Br)cc1Br	i	i	i	-10	i	11	i	-6	i	i	i
Cc1cc(C(=O)CCC(=O)NCc2ccccc2F)c(C)s1	i	i	i	-10	i	0	i	-3	i	i	i
O=C(C1=C[C@H](c2ccc3c(c2)OCO3)C[C@H](OCCCCO)O1)N1CCOCC1	i	i	i	-7	i	8	i	2	i	i	i
Cc1ccccc1NC(=S)N(C)CCc1ccccn1	i	i	i	-5	i	0	i	5	i	i	i
COc1cccc(OC)c1OCCCOc1c(OC)cccc1OC	i	i	i	-2	i	-2	i	-3	i	i	i
COc1ccc(CCC(C)NCC(C)c2ccccc2)cc1 (stereo not given)	i	i	i	-2	i	.	i	5	i	i	i
COc1cc(C(=S)N2CCOCC2)ccc1OC(=O)c1ccc(Br)cc1	i	i	i	-4	i	.	i	2	i	i	i
Cc1cc(C(=O)COC(=O)CNS(=O)(=O)c2ccc3ccccc3c2)c(C)n1-c1ccccc1	i	i	i	-4	i	-9	i	-2	i	i	i
CCOC(=O)C(C)c1ccc2cc(OC)ccc2c1 (stereo not given)	i	i	i	-11	i	-5	i	7	i	i	i
CC(C)CN(C(=O)CCCc1nc2ccccc2c(=O)[nH]1)c1c(N)n(Cc2ccccc2)c(=O)[nH]c1=O	i	i	i	-12	i	2	i	5	i	i	i
COc1ccc(-c2cc(-c3ccccc3)nc(NN)n2)cc1OC	i	i	i	-10	i	-2	i	15	i	i	i
O=C(Cc1cccs1)NCc1ccncc1	i	i	i	-2	i	3	i	-2	i	i	i
Nc1nc(Nc2ccc(Cl)cc2)nc(NCc2ccco2)c1[N+](=O)[O-]	i	i	i	-2	i	18	i	3	i	i	i
O=[N+]([O-])c1ccc(/C=N/NC(=S)Nc2ccccc2C(F)(F)F)o1	i	i	i	-7	i	-5	i	11	i	i	i
NC(=O)CSc1nnc(-c2ccc(S(=O)(=O)N3CCCC3)cc2)n1Cc1ccco1	i	i	i	-11	i	-11	i	3	i	i	i
O=C(CN1c2ccccc2Sc2ccccc21)NNC(=S)Nc1ccc(Cl)cc1Cl	i	i	i	-10	i	4	i	-24	i	i	i

# Some values from the list.
# COc1ccc(CCC(C)NCC(C)c2ccccc2)cc1 (stereo not given) in hERG protect → -2
# COc1cc(C(=S)N2CCOCC2)ccc1OC(=O)c1ccc(Br)cc1 in hERG protect → -4
# Cc1cc(NC(=O)Cc2ccccc2)c2ccccc2n1 in Dyrk1A ADPGlo → -9

# Given with two lines to a compound: part of the list above.
# Values in the order: TRPC4 act | KCNQ1 pot | PolyA inh | hERG protect | KCNK9 block | Dyrk1A ADPGlo | TRPC4 PAM | Platelet DG rel | TRPC4 inh | KCNK3 block | KCNQ1 inh
> COC(=O)c1ccccc1NC(=O)CN1CCCCCC1
 : i | i | i | -3 | i | 0 | i | 1 | i | i | i
> CC(C)CN(C(=O)CCCc1nc2ccccc2c(=O)[nH]1)c1c(N)n(Cc2ccccc2)c(=O)[nH]c1=O
 : i | i | i | -12 | i | 2 | i | 5 | i | i | i

# (continued)
molecule	TRPC4 act	KCNQ1 pot	PolyA inh	hERG protect	KCNK9 block	Dyrk1A ADPGlo	TRPC4 PAM	Platelet DG rel	TRPC4 inh	KCNK3 block	KCNQ1 inh
COc1ccc2[nH]c3nc(SCc4nnc(-c5ccccc5)o4)nnc3c2c1	i	i	i	-4	i	0	i	-2	i	i	i
CC(C)(C)c1ccc(C(=O)NN2C(=O)CSC2=S)cc1	i	i	i	-10	i	4	i	-2	i	i	i
COc1ccccc1NC(=O)Nc1c(C)nn(C)c1C	i	i	i	-8	i	.	i	-9	i	i	i
Cc1c(OCC(=O)N(C)c2ccccc2)ccc2c3c(c(=O)oc12)CCC3	i	i	i	-7	i	-3	i	6	i	i	i
Cc1cc(Sc2nnc(N)s2)c2ccccc2n1	i	i	i	-7	i	.	i	-9	i	i	i
Cc1ccc(OC(=O)c2cncc(Br)c2)c(C)c1	i	i	i	1	i	4	i	-2	i	i	i
CCCCS(=O)(=O)N1CCCC(C(=O)NCCc2ccccc2)C1 (stereo not given)	i	i	i	1	i	.	i	-12	i	i	i
CCn1c(N2CCN(CC(=O)c3c(C)n(C)c4ccccc34)CC2)nc2c1c(=O)[nH]c(=O)n2C	i	i	i	-8	i	2	i	4	i	i	i
CCCCCC(=O)Nc1cccc(C2=NOC3(C2)C[C@@H](C(N)=O)N(C(=O)c2cc([N+](=O)[O-])cc([N+](=O)[O-])c2)C3)c1 (stereo not given in full)	i	i	i	-8	i	5	i	1	i	i	i
CCC1CCCCN1S(=O)(=O)c1ccccc1[N+](=O)[O-] (stereo not given)	i	i	i	-5	i	-4	i	5	i	i	i
Cc1ccc(N/N=C(\C#N)C(=N)N2CCOCC2)cc1	i	i	i	-6	i	2	i	6	i	i	i
N#CC1=C(SCc2ccccc2Cl)NC(=O)C(C(N)=O)C1 (stereo not given)	i	i	i	4	i	4	i	-4	i	i	i
CCCCn1c(SCC2CCCCO2)nc2cc(S(N)(=O)=O)ccc21 (stereo not given)	i	i	i	-6	i	-2	i	-1	i	i	i
N#Cc1cc2ccccc2nc1SCC(=O)NC1CC1	i	i	i	-5	i	10	i	-19	i	i	i
CSC(=S)NCc1cccnc1	i	i	i	-3	i	2	i	-11	i	i	i
CCn1c(/C(C#N)=C(\O)CCc2ccccc2)nc2ccccc21	i	i	i	-15	i	-2	i	3	i	i	i
CCOc1ccc(Cn2c(C)nc([N+](=O)[O-])c2SCC(O)CCl)cc1[N+](=O)[O-] (stereo not given)	i	i	i	-8	i	4	i	3	i	i	i
c1csc(C(c2nnnn2C2CCCCC2)N2CCCC3(CCCCC3)C2)c1 (stereo not given)	i	i	i	-13	i	1	i	-1	i	i	i
COc1ccc(N2C(=O)CC(c3cc(OC)c(OC)c(OC)c3)CC2=O)cc1	i	i	i	-5	i	.	i	16	i	i	i
CCOC(=O)CC1(NC(=O)C2CCC(=O)N(Cc3ccccc3OC)C2)CCCCC1 (stereo not given)	i	i	i	-7	i	-3	i	-13	i	i	i
COc1cccc(/C=C/C(=O)Nc2ccc3c(c2)OCCO3)c1OC	i	i	i	-28	i	4	i	-1	i	i	i
O=C(CCCn1cnc([N+](=O)[O-])n1)Nc1cccc(Cl)c1Cl	i	i	i	-3	i	8	i	-9	i	i	i
CSCCC(NC(=O)c1ccccc1)C(=O)Nc1ccc(C)cc1 (stereo not given)	i	i	i	-10	i	-1	i	0	i	i	i
COc1cc(NC(=S)NN2CCN(C)CC2)cc(OC)c1OC	i	i	i	-12	i	-1	i	-3	i	i	i
NC(=O)[C@@H]1CCCN1C(=O)c1ccc2nc(Cc3cccc(Cl)c3)oc2c1	i	i	i	-6	i	3	i	-4	i	i	i
Cc1c(NC(=O)CSc2ccc3c(c2)OCCO3)c(=O)n(-c2ccccc2)n1C	i	i	i	4	i	-10	i	-4	i	i	i
CCOC(=O)C1CCN(S(=O)(=O)c2cc(F)ccc2OC)CC1	i	i	i	-3	i	-1	i	-2	i	i	i

# Exported with values under each structure: part of the list above.
# The line under a structure holds: TRPC4 act	KCNQ1 pot	PolyA inh	hERG protect	KCNK9 block	Dyrk1A ADPGlo	TRPC4 PAM	Platelet DG rel	TRPC4 inh	KCNK3 block	KCNQ1 inh
- Cc1cc(Sc2nnc(N)s2)c2ccccc2n1
    i	i	i	-7	i	.	i	-9	i	i	i
- CCn1c(/C(C#N)=C(\O)CCc2ccccc2)nc2ccccc21
    i	i	i	-15	i	-2	i	3	i	i	i
- CCn1c(N2CCN(CC(=O)c3c(C)n(C)c4ccccc34)CC2)nc2c1c(=O)[nH]c(=O)n2C
    i	i	i	-8	i	2	i	4	i	i	i
- CSC(=S)NCc1cccnc1
    i	i	i	-3	i	2	i	-11	i	i	i
- Cc1c(NC(=O)CSc2ccc3c(c2)OCCO3)c(=O)n(-c2ccccc2)n1C
    i	i	i	4	i	-10	i	-4	i	i	i
- Cc1c(OCC(=O)N(C)c2ccccc2)ccc2c3c(c(=O)oc12)CCC3
    i	i	i	-7	i	-3	i	6	i	i	i
